# Bioassay records (PubChem BioAssay)
# TWEAK Fn14 block: TWEAK-Fn14 signaling inhibition | TWEAK-stimulated Fn14 reporter cells, luciferase luminescence, 8 h | inhibition, % at 10 µM | actives 2% (n = 360,000) | AID 1159606; in the data active means inhibition above about 50%
# SRC3 inh: human NCOA3 inhibition; HEK293 GAL4-SRC3 luciferase reporter, luminescence; AID 588352; actives 0.17% (n = 360,000); inhibition, % at 3.6 µM;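 active means inhibition above a per-campaign cutoff, the mean of all compounds plus 3 SD, cut at about 60% in these data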;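 further: 0% = DMSO-treated cells and 100% = gossypol-treated cells at 36 µM; higher means less SRC3-driven luciferase light from the GAL4 reporter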
# COUP-TFII inh: blocks human COUP-TFII nuclear receptor; P24468; HEK293T NGFI-A luciferase reporter, luminescence; inhibition, % at 8.6 µM; actives 0.7% (n = 370,000);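 active means inhibition above a per-plate cutoff, mean inhibition of test wells between control levels plus 3 SD, cut at about 38% in these data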;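 further: cells cotransfected with COUP-TFII expression vector driving the NGFI-A reporter; 0% = median of COUP-TF2 test wells and 100% = reporter-only cells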
# TLR9-MyD88 block: TLR9-MyD88 interaction inhibition; CHO BLA complementation TLR9-MyD88, CCF4 FRET ratio; Q9NR96+Q99836; inhibition, % at 4.98 µM; actives 0.21% (n = 340,000); AID 504734;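 active means inhibition above the mean over all tested compounds plus 3 SD, cut at about 21% in these data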;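 further: 0% = DMSO only wells and 100% = clavulanate BLA inhibitor control wells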
# Target sequence (Q99836 whole entry, looked up): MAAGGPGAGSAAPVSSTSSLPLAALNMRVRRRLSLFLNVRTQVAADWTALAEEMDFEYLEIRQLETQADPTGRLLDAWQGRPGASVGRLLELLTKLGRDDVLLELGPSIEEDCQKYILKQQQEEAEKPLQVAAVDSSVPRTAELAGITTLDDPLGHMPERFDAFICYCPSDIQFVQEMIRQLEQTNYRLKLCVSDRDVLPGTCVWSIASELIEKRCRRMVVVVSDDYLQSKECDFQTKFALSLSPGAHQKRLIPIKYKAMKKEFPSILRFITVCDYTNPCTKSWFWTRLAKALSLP
# Target sequence (Q9NR96 whole entry, looked up): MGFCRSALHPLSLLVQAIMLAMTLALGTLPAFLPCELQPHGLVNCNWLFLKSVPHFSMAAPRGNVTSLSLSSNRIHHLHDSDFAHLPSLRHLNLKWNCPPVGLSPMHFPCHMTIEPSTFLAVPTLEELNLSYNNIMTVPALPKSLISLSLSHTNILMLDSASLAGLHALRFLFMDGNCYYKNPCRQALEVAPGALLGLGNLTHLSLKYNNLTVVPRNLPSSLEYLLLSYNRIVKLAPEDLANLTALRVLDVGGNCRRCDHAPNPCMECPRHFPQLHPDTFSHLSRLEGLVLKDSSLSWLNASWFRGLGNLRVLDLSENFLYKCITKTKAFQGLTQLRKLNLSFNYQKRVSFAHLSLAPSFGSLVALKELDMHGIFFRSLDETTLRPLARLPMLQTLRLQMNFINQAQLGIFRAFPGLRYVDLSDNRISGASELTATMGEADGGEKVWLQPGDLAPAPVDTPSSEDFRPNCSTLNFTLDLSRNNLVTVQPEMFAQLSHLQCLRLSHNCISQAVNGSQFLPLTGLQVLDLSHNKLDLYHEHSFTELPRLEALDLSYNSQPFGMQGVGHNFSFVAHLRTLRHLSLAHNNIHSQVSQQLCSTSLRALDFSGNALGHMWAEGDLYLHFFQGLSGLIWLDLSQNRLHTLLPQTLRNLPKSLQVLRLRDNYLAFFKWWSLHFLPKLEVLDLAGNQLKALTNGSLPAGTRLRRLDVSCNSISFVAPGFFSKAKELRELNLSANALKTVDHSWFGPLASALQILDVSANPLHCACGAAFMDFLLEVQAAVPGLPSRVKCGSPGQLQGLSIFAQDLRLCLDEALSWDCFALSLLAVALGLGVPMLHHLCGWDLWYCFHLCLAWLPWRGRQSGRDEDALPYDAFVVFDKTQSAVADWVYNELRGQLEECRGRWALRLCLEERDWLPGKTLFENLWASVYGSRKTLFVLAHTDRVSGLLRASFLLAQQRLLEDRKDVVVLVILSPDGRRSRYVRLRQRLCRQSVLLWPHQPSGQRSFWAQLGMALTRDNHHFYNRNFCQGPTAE
# NR5A2 inv ag: inverse agonists of human LRH-1 (NR5A2); O00482; HEK293T StAR-luciferase reporter, LRH-1 transfected, 24 h; AID 602396; actives 0.13% (n = 360,000); inhibition, % at 3.6 µM;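 active means inhibition above the mean inhibition of all tested compounds plus 3 SD, cut at about 73% in these data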;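 further: 0% = DMSO wells and 100% = reporter-only cells lacking LRH-1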
# SRC1 inh: human NCOA1 inhibition; AID 588354; inhibition, % at 3.6 µM; HEK293 GAL4-SRC1 luciferase reporter, luminescence; actives 0.12% (n = 360,000);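 active means inhibition above the campaign mean plus 3 SD, with each screening campaign given its own cutoff, cut at about 60% in these data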;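 further: 0% = DMSO treated cells and 100% = gossypol at 36 µM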
# SRC2 inh: human SRC2 (NCOA2) inhibition; inhibition, % at 9 µM; actives 0.17% (n = 370,000); HEK293 GAL4-SRC2 luciferase reporter, luminescence;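 active means inhibition above the mean inhibition of all tested compounds plus 3 SD, set per campaign, cut at about 52% in these data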;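 further: 0% = DMSO treated cells and 100% = cells given Gossypol at 36 µM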
# NOD2-RIPK2 inh: inhibitors of human NOD2-RIPK2 interaction; O43353; CHO BLA complementation NOD2-RIPK2, CCF4 ratio; inhibition, % at 4.98 µM; actives 0.38% (n = 360,000); in the data active means inhibition above about 21%;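 further: 0% = vehicle only and 100% = reference blocker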
# Granule exo inh: blocks lytic granule exocytosis; TALL-104 LAMP-1 surface exposure, flow cytometry; cells stimulated with thapsigargin and PMA; inhibition, % at 10 µM; actives 0.66% (n = 360,000);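 active means inhibition above about 55%, limit read from the data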
# ABHD5 PLIN5 PPI: ABHD5-PLIN5 protein interaction inhibition; inhibition, % at 4 µM; Split G. princeps luciferase complementation, luminescence, 4 h; actives 0.78% (n = 360,000); Q00G26+Q8WTS1;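 active means inhibition above the mean inhibition across every tested compound plus 3 SD, cut at about 22% in these data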;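 further: 0% = DMSO only wells and the 100% control is not disclosed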
# TROY NFkB inh: inhibitors of TROY-dependent NF-kB signaling. AID 1347056. Q293 LMP1-TROYcd NF-kB luciferase reporter, 4 h. inhibition, % at 10 µM. actives 0.98% (n = 360,000);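 active means compounds whose plate-normalised and pattern-corrected inhibition of the luciferase reporter signal at the single screening dose is 50% or more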
# * hit, by the source's call; . = no result given.
smiles	TWEAK Fn14 block	SRC3 inh	COUP-TFII inh	TLR9-MyD88 block	NR5A2 inv ag	SRC1 inh	SRC2 inh	NOD2-RIPK2 inh	Granule exo inh	ABHD5 PLIN5 PPI	TROY NFkB inh
COC(=O)c1ccc(COC(=O)c2ccc(C)c(S(=O)(=O)N3CCCCC3)c2)cc1	-21	-64	-34	-4	-43	-57	-55	-7	8	3	-16
Cc1nc2ccc(NS(=O)(=O)c3ccc(F)c(F)c3F)cc2s1	7	12	4	3	18	-2	1	4	6	-10	8
COc1ccc(CN(C2CCCC2)S(=O)(=O)c2ccc(-n3cnnn3)c(OC)c2)cc1OC	-7	21	-1	5	4	-5	-14	-4	-8	6	-11
CCc1nc(-c2ccccc2)cc(=O)[nH]1	29	7	-11	-12	-9	8	-16	-8	0	-5	5
O=C(NCc1ccccc1)C1=C[C@@H](C2CC2)C[C@@H](OCCCCO)O1	5	-17	11	-2	3	0	-24	-15	-14	4	-14
CN(C)S(=O)(=O)c1ccc(Cl)c(NC(=O)COC(=O)CCSc2ccccc2)c1	8	24	2	-3	-9	0	0	-13	-4	7	-10
CC(O)CNC(=O)Cc1cc(=O)[nH]c(=O)[nH]1 (stereo not given)	2	-5	2	-2	3	-6	-7	-4	0	-4	2
CN(C)c1ccc(N/C=C/C(=O)c2ccc(F)cc2)cc1	28	-76	.	7	8	-82	.	2	-2	-6	-28
CC(=O)c1ccc(NC(=O)CSc2nc3[nH]c(=O)cc(O)c3s2)cc1	3	3	5	2	-5	-16	-21	0	-3	-4	6
Cc1cc2cc(CNC(=O)Cc3ccc([N+](=O)[O-])cc3)ccc2[nH]1	-9	19	-8	-4	2	-25	9	5	3	8	10
Cc1ccc2[nH]c(=O)c(C(c3nnnn3C(C)(C)C)N3CCN(C(=O)c4ccco4)CC3)cc2c1 (stereo not given)	-5	10	-2	7	6	0	2	14	-2	0	11
CCOc1ccc(N(CC(=O)N2CC=C(c3ccccc3)CC2)S(=O)(=O)c2c(C)noc2C)cc1	11	15	8	-1	-14	-2	-14	3	0	0	3
CN(C)c1nc(SCC#N)nc(N(C)C)n1	-6	17	-16	-7	9	-6	-10	-3	0	1	10
CN1CCN(C(=O)COCc2cc(-c3ccc4c(c3)OCO4)on2)CC1	17	2	-7	-1	-5	3	-17	-6	1	7	-4
O=C(NCC(=O)N(c1ccc2c(c1)OCO2)C(C(=O)NC1CCCC1)c1cccs1)c1ccco1 (stereo not given)	11	-28	-5	-2	-1	3	3	-5	0	1	-1
O=[N+]([O-])c1ccc(O)c(/C=N\N=C2c3ccccc3-c3ccccc32)c1	49	1	-10	-15	-4	0	3	11	7	-1	-4
CCOc1ccccc1C(=O)NCCC(=O)O	6	-2	1	-6	-6	-14	-3	3	2	-2	-11
Cc1ccc([N+](=O)[O-])cc1S(=O)(=O)N1CCCC1	-1	2	-18	-12	9	6	-17	-3	-8	4	0
CCc1c(C)n([O-])c2c([n+]1=O)CCCCC2	-5	4	-2	-7	18	-14	11	-1	-1	-2	9
CC(NC(=O)c1ccc2c(c1)C(=O)N(Cc1cccnc1)C2=O)c1ccccc1 (stereo not given)	0	9	-6	0	2	-19	12	-1	0	-2	16
CSCC(=O)NC1CCCc2c1cnn2-c1ccc(C)c(C)c1 (stereo not given)	-29	-17	-1	-6	-19	-22	-21	1	-2	5	-31
CN(C)CCN1CCN(C2CN(C3CCCCC3)S(=O)(=O)C2)CC1 (stereo not given)	-15	7	4	.	3	2	-34	-3	3	-1	10
CCOC(=O)c1c[nH][nH]c1=O	2	-11	-6	7	11	1	-19	4	-8	2	-1
COc1ccccc1C(=O)C1CCCN(C(=O)CCC(=O)c2ccccc2)C1 (stereo not given)	-2	17	1	5	-4	11	-12	7	3	12	-19
N#Cc1ccc(CN2CCN(C(=O)c3cn(Cc4ccccc4)nc3-c3cccnc3)CC2)cc1	10	1	-15	0	-7	-5	6	-1	0	5	-5
O=C(NNC(=S)NC1CCCCC1)c1cccs1	0	-40	12	5	-12	-12	-11	-24	-6	7	-19
CCCOC(=O)c1ccc(OCC(O)Cn2c(C)nc3ccccc32)cc1 (stereo not given)	36	10	39*	-3	23	16	22	-5	-2	7	11
CCN(CC(=O)Nc1ccccc1C(F)(F)F)C(=O)Cc1cccs1	-5	-4	1	-6	-4	-16	16	-13	-1	-10	-13
O=C(c1ccccc1)c1ccc2nc(-c3ccc(NC(=O)c4ccccc4F)cc3)[nH]c2c1	-145	-12	-11	6	-15	-1	-10	-4	54	2	-15
Cc1cc(N)c(NC2=CC(=O)CC(C)(C)C2)cc1C	-15	-43	-41	-7	-121	-59	-74	0	0	1	-15

# Ordered by SMILES length (low to high): 7 of the compounds above
smiles	TWEAK Fn14 block	SRC3 inh	COUP-TFII inh	TLR9-MyD88 block	NR5A2 inv ag	SRC1 inh	SRC2 inh	NOD2-RIPK2 inh	Granule exo inh	ABHD5 PLIN5 PPI	TROY NFkB inh
CN(C)c1nc(SCC#N)nc(N(C)C)n1	-6	17	-16	-7	9	-6	-10	-3	0	1	10
Cc1cc(N)c(NC2=CC(=O)CC(C)(C)C2)cc1C	-15	-43	-41	-7	-121	-59	-74	0	0	1	-15
Cc1nc2ccc(NS(=O)(=O)c3ccc(F)c(F)c3F)cc2s1	7	12	4	3	18	-2	1	4	6	-10	8
COc1ccccc1C(=O)C1CCCN(C(=O)CCC(=O)c2ccccc2)C1 (stereo not given)	-2	17	1	5	-4	11	-12	7	3	12	-19
O=C(NCc1ccccc1)C1=C[C@@H](C2CC2)C[C@@H](OCCCCO)O1	5	-17	11	-2	3	0	-24	-15	-14	4	-14
COC(=O)c1ccc(COC(=O)c2ccc(C)c(S(=O)(=O)N3CCCCC3)c2)cc1	-21	-64	-34	-4	-43	-57	-55	-7	8	3	-16
O=C(NCC(=O)N(c1ccc2c(c1)OCO2)C(C(=O)NC1CCCC1)c1cccs1)c1ccco1 (stereo not given)	11	-28	-5	-2	-1	3	3	-5	0	1	-1

# The list goes on.
smiles	TWEAK Fn14 block	SRC3 inh	COUP-TFII inh	TLR9-MyD88 block	NR5A2 inv ag	SRC1 inh	SRC2 inh	NOD2-RIPK2 inh	Granule exo inh	ABHD5 PLIN5 PPI	TROY NFkB inh
CNC[C@@H]1Oc2ccc(NC(=O)Nc3c(C)noc3C)cc2CC(=O)N([C@H](C)CO)C[C@H]1C	10	-2	.	3	3	-18	.	1	-6	0	-4
COC(=O)C(NS(=O)(=O)c1ccc(F)cc1)c1ccccc1 (stereo not given)	-6	16	-13	1	-10	-8	-3	-4	0	7	-8
Cc1ccc(CC2CC(=O)N(Cc3ccco3)C2=O)cc1 (stereo not given)	5	-5	16	6	0	-74	-3	-1	1	19	7
CCOC(=O)C1=C(N)N2C(=O)C(C)SC2=C(C(=O)OC)C1c1cccc(OC)c1 (stereo not given)	-18	8	11	2	15	-10	4	-12	1	0	-4
CCOC(=O)N1CCN(CCC(=O)Nc2cc([N+](=O)[O-])ccc2OC)CC1	8	11	-8	-7	3	-37	-2	2	4	-2	6
C/C=C(\C)CN1CCN(c2cccc(C)c2C)CC1	10	16	-7	5	-5	-9	-19	-15	-4	-1	3
O=c1[nH]c2ccc(Cl)cc2c(-c2ccccc2)c1SC(=S)N1CCCCC1	77*	0	-1	5	9	-10	11	0	1	-13	2
CCCS(=O)(=O)N1CCCC(C(=O)NCCCN2CCN(c3ccccc3F)CC2)C1 (stereo not given)	4	1	5	-4	-1	-5	-2	-6	6	3	15
O=C(O)c1ccc(-c2nc(-c3ccc(Cl)cc3)cs2)cc1	10	-93	-35	5	-129	-99	-35	-4	50	-6	-57
CC1=C(C(=O)N2CCOCC2)CC(CC(=O)NC2CCCC2)C(=O)N1CCCN1CCCC1=O (stereo not given)	11	-4	7	-3	9	-12	15	-6	-1	1	0
O=C(Nc1nnc(CCOCCOCCc2nnc(NC(=O)c3ccco3)s2)s1)c1ccco1	-23	11	10	-4	15	-4	15	-11	-2	-5	-6
N#Cc1cccc(C(=O)C(=O)N2CCCN(Cc3ccc(F)cc3)CC2)c1	.	.	-1	.	33	.	-14	-1	-7	1	.
CC(=O)CCC1CC(c2ccc(Cl)cc2)=NO1 (stereo not given)	33	-91	-40	-2	-104	-80	-115	3	-2	3	-50
Cc1cc(=O)n2nc(N3CCCC3C(=O)Nc3cccc(F)c3)sc2n1 (stereo not given)	-8	4	2	2	-24	11	8	-12	-1	-9	0
CCOc1ccccc1CN1CCCC(C(=O)Nc2cccc(-n3cccn3)c2)C1 (stereo not given)	-19	4	6	-12	10	2	2	0	3	6	10
CCOc1ccc(C(=O)Nc2ccc(S(=O)(=O)N3CCN(C)CC3)cc2)cc1	-5	-20	0	-2	7	1	4	4	-7	0	-5
COCCN(C(=O)COC(=O)C12CC3CC(CC(O)(C3)C1)C2)c1c(N)n(Cc2ccccc2)c(=O)[nH]c1=O	-2	-18	-7	-12	-9	0	0	1	1	3	16
CC(C)Cc1csc(NC(=O)c2ccc(Cl)cc2)c1C(=O)O	27	15	1	3	13	-1	3	3	0	3	38
CN(C)CCCOC(=O)c1ccc(Cl)cc1	5	-5	11	3	-10	-12	-27	-2	-2	3	1
COc1ccc(C(=O)/C=C2/C(=O)Nc3ccccc32)cc1	30	-4	-3	-1	0	-9	1	33*	17	36*	-30
Cc1cc2ccccc2n1CCNC(=O)COc1ccc2ccccc2c1	0	-5	-20	5	-13	1	-19	17	-3	1	1
CCCC(=O)Nc1ccc2c(c1)C(=O)N(C)C[C@@H](OC)[C@H](C)CN(Cc1ccc(-c3ccccn3)cc1)[C@@H](C)CO2	.	.	3	.	25	.	-11	5	-11	-3	.
Cn1c(=O)c2c(ncn2CC(=O)Nc2cc(S(=O)(=O)N3CCCCC3)ccc2Cl)n(C)c1=O	-23	-2	0	-3	-6	-4	-7	-10	-1	-2	-10

# Compound profiles, as listed above. Order of screens: TWEAK Fn14 block, SRC3 inh, COUP-TFII inh, TLR9-MyD88 block, NR5A2 inv ag, SRC1 inh, SRC2 inh, NOD2-RIPK2 inh, Granule exo inh, ABHD5 PLIN5 PPI, TROY NFkB inh
# Cc1cc2ccccc2n1CCNC(=O)COc1ccc2ccccc2c1 across the screens: 0, -5, -20, 5, -13, 1, -19, 17, -3, 1, 1
# Cc1ccc(CC2CC(=O)N(Cc3ccco3)C2=O)cc1 (stereo not given) across the screens: 5, -5, 16, 6, 0, -74, -3, -1, 1, 19, 7

# Quoted from the listing.
# For NOD2-RIPK2 inh, `N#Cc1cccc(C(=O)C(=O)N2CCCN(Cc3ccc(F)cc3)CC2)c1` reads -1
# For NOD2-RIPK2 inh, `O=c1[nH]c2ccc(Cl)cc2c(-c2ccccc2)c1SC(=S)N1CCCCC1` reads 0
# For NOD2-RIPK2 inh, `CCCS(=O)(=O)N1CCCC(C(=O)NCCCN2CCN(c3ccccc3F)CC2)C1` (stereo not given) reads -6
# For SRC2 inh, `CC1=C(C(=O)N2CCOCC2)CC(CC(=O)NC2CCCC2)C(=O)N1CCCN1CCCC1=O` (stereo not given) reads 15

# These rows are one share of the data. The share of hits here may be higher or lower than overall.
